Source: PubChem
CR mimetic SO: reduction of superoxide in aged yeast, primary screen, HTS. 330,000 compounds, 0.18% hits. AID 2690, 2010. superoxide response (% of plate mean), % at 10 µM. S. cerevisiae aged cells, superoxide DHE fluorescence; active compounds read low;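 active = superoxide response under a set limit, about three screen SD below normal, cut at about 65% in these data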;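 note: yeast aged for seven days with compound at 30 °C before DHE staining; 100% = average MFI of all compound-treated wells on the plate with controls excluded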
MEP2 TOR yeast: modulators of MEP2-GFP levels in yeast, primary screen, S. cerevisiae, multiplex flow cytometry, MLPCN library. GFP response vs DMSO, % at 10 µM. S. cerevisiae MEP2-GFP strain, 3 h; 100% = DMSO control level. 330,000 compounds, 0.51% hits;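 active = GFP response versus DMSO above a set limit, roughly screen mean plus 3 SD, cut at about 180% in these data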;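 note: median GFP fluorescence of the barcode-gated MEP2-GFP cells per well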
AHR activator: AHR activators, primary screen, cell-based, luminescence, luciferase reporter, human; Aryl hydrocarbon receptor (Homo sapiens), P35869; AHR-responsive luciferase reporter cells; activation, % at 5 µM; 320,000 compounds, 2.5% hits; AID 2796, 2010; in the data active = activation above about 47%;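 note: 0% = vehicle wells and 100% = reference agonist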
Target sequence (P35869 whole entry, looked up): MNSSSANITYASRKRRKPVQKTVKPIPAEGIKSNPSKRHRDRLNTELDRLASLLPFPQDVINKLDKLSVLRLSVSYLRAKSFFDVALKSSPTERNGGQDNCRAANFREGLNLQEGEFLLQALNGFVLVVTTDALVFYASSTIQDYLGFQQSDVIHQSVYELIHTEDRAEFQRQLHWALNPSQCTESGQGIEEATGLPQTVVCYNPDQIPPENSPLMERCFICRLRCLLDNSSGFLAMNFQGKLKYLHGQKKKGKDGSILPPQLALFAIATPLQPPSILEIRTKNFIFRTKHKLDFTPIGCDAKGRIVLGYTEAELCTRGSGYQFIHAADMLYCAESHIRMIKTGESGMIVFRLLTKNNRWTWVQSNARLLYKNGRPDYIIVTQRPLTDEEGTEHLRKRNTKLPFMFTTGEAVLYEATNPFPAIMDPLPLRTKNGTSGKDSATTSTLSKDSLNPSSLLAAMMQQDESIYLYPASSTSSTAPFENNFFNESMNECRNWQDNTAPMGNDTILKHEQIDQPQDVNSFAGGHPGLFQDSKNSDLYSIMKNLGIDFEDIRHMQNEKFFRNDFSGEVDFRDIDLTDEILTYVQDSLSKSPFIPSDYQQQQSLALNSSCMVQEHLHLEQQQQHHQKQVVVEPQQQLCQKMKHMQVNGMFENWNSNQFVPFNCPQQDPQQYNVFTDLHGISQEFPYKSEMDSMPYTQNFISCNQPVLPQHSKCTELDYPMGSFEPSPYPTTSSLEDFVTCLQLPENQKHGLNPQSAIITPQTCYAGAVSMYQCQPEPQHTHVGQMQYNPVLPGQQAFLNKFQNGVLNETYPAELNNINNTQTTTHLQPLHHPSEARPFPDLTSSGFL
LAP4-GFP MLPCN: modulators of LAP4-GFP expression in yeast, primary screen, S. cerevisiae, multiplex flow cytometry, MLPCN library. GFP response vs DMSO, % at 10 µM. 3 h; median GFP as percent of DMSO wells. 320,000 compounds, 0.34% hits. AID 2023, 2009;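 active = GFP response vs DMSO above a set limit, about the screen mean plus 3 SD, cut at about 150% in these data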
RPL19A-GFP yeast: RPL19A-GFP expression modulators in yeast, primary screen, cell-based, S. cerevisiae, multiplex flow cytometry, MLPCN. S. cerevisiae RPL19A-GFP strain, 3 h; active compounds read low. percent response vs DMSO, % at 10 µM. 330,000 compounds, 0.3% hits. AID 2025, 2009;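 active = percent response vs DMSO below 50%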;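 note: median channel GFP fluorescence of the barcoded RPL19A-GFP strain; ratio of sample median GFP to plate DMSO average so 100% = DMSO; lower means less RPL19A-GFP as with rapamycin TOR inhibition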
Efflux pump inh: inhibitors of Candida efflux pumps in yeast, primary screen, S. cerevisiae, Nile Red, multiplex; inhibition, % at 10 µM; S. cerevisiae Candida pump triplex; AID 485275, 2010; 330,000 compounds, 0.44% hits;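 active = plate passing quality check with inhibition over a set limit, or well fluorescence over plate mean plus 4 SD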;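 note: Nile Red retained in pooled yeast measured as flow cytometry median fluorescence; 0% = buffer negative control and 100% = Enniatin B positive control; higher means more Nile Red kept so more efflux inhibition; some compounds called inactive have numbers as strong as hits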
CIT2-GFP yeast: modulators of CIT2-GFP expression in yeast, primary screen, S. cerevisiae, GFP fusion, multiplex flow cytometry, MLPCN library | S. cerevisiae CIT2-GFP strain, 3 h; 100 means same as DMSO wells | GFP response vs DMSO, % at 10 µM | 320,000 compounds, 0.065% hits;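 active = GFP response relative to DMSO above a set limit, near the screen mean plus 3 SD, cut at about 150% in these data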;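 note: ratio of well median GFP fluorescence to mean of DMSO wells on the plate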
AGP1-GFP MLPCN: modulators of AGP1-GFP expression in yeast TOR pathway, primary screen, cell-based, multiplex flow cytometry, S. cerevisiae, MLPCN library. 3 h; GFP as percent of DMSO wells. GFP response vs DMSO, % at 10 µM. 320,000 compounds, 0.02% hits. AID 2066, 2009;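 active = GFP response relative to DMSO above a set limit, near screen average plus 3 SD, cut at about 150% in these data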;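 note: median GFP channel fluorescence of the gated AGP1 strain per well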
Numbers without * were called inactive; . = no result given.

nr	structure	CR mimetic SO	MEP2 TOR yeast	AHR activator	LAP4-GFP MLPCN	RPL19A-GFP yeast	Efflux pump inh	CIT2-GFP yeast	AGP1-GFP MLPCN
1	COc1ccc(CCN(C)CCCC(C#N)(c2cc(OC)c(OC)c(OC)c2)C(C)C)cc1OC (stereo not drawn)	92	88	-2	103	97	0.1	81	85
2	NS(=O)(=O)c1ccc(NC(=O)CSc2n[nH]c(=O)n2Cc2ccccc2)cc1	89	106	-3	92	101	0.2	91	85
3	Cc1ccc(C(=O)N(CC(=O)NC2CCCC2)c2ccc3c(c2)OCCO3)s1	106	107	-1	99	107	0.1	102	98
4	C#Cc1ccc(CN2CCC(Oc3ccc(C(=O)NCc4ccccn4)cc3)CC2)cc1	99	106	2	101	98	0.0	100	100
5	C=CCn1cc(-c2ccccc2)cc(C#N)c1=O	99	96	0	109	100	0.0	103	110
6	CCN(CC)S(=O)(=O)c1ccc(C)c(NC(=O)COC(=O)C=C(C)C)c1	105	103	0	113	101	0.3	99	110
7	O=c1nc(Nc2ccc(Br)cc2)sc2ccc([N+](=O)[O-])cc12	101	103	96*	115	97	-0.3	92	102
8	NC(=O)COC(=O)CCCc1nc2ccccc2s1	93	99	-2	94	97	-0.2	101	103
9	CCCCOC(=O)C1=C(C)NC2(O)c3ccccc3C(=O)C12O (stereo not drawn)	103	109	5	99	105	0.1	106	106
10	Cc1ncc([N+](=O)[O-])n1CC(=O)Nc1ccc(F)cc1F	98	102	-1	90	107	0.0	104	104
11	Cc1ccc2c(Cl)c(C(=O)NCC3CCCO3)sc2c1 (stereo not drawn)	120	105	-9	112	99	0.2	91	95
12	Cn1c(=O)c2c(nc(N3CCN(c4ccc([N+](=O)[O-])cc4)CC3)n2C)n(C)c1=O	99	100	-1	116	99	-0.1	101	107
13	COc1ccc(C2(CNC(=O)c3ccc(OC)c([N+](=O)[O-])c3)CCCCC2)cc1OC	103	108	13	115	112	5.2	101	118
14	O=C(COc1coc(CN2CCN(c3ccccc3F)CC2)cc1=O)N1CCc2ccccc21	106	110	-2	109	97	0.2	95	101
15	Cc1cc(C)nc(NS(=O)(=O)c2ccc(NC(=S)NC(=O)C3CCCC3)cc2)n1	97	95	-1	104	92	-0.1	95	96

(more compounds)
nr	structure	CR mimetic SO	MEP2 TOR yeast	AHR activator	LAP4-GFP MLPCN	RPL19A-GFP yeast	Efflux pump inh	CIT2-GFP yeast	AGP1-GFP MLPCN
16	COc1ccc(-c2cn(CCO)nc2-c2ccc(OC)cc2)cc1	86	106	5	85	104	0.6	97	99
17	Cc1nc2ccc(S(=O)(=O)NCC(=O)Nc3cccc(F)c3)cc2s1	88	91	0	94	94	0.0	93	92
18	Cc1c(Cl)cccc1NC(=S)N1CCN(S(=O)(=O)c2cccs2)CC1	97	107	-1	94	108	0.0	97	99
19	COc1cccc2cc(C(C)N(CCCN3CCOCC3)C(=S)Nc3cc(C)ccc3C)oc12 (stereo not drawn)	98	103	2	103	97	0.2	99	103
20	CC(C)[C@H](NC(=O)Nc1ccc2c(c1)OCCO2)C(=O)O	104	100	1	107	101	0.0	101	101
21	CCOC(=O)c1ccc(Oc2cn[nH]c2-c2ccc(OCC(=O)NN)cc2O)cc1	112	103	5	112	104	0.0	92	95
22	Cn1cc(C(=O)C(=O)NCCc2ccccc2)c2ccccc21	100	103	.	98	104	0.0	99	104
23	CCCCCNC(=O)c1ccc2c(c1)ncn2-c1ccc(OC)cc1	108	106	2	96	103	-0.2	113	106
24	COc1cc(NC(=O)CSc2nnc3c(n2)[nH]c2ccc(S(=O)(=O)NC(C)C)cc23)cc(OC)c1OC	101	105	1	106	101	-0.1	104	101
25	CCCOc1ccc(C(F)(F)F)cc1NC(=O)CCc1c(C)noc1C	109	109	-1	104	107	0.1	98	105
26	Cc1cccc(NC(=O)CCN2CCCCC2)c1	105	124	-1	100	96	-0.2	100	96
27	CC(=O)c1cccc(Nc2nc(-c3cccc([N+](=O)[O-])c3)cs2)c1	104	103	46	103	99	1.0	100	.
28	Cc1ccccc1NC(=O)NCc1cccnc1	98	96	3	102	93	0.0	95	101
29	Nc1c(C(=O)N2CCOCC2)sc2nc(N3CCOCC3)c3c(c12)CCCC3	97	94	11	105	99	0.0	102	104
30	O=C(CNC(=O)c1ccccc1)OCc1cccc([N+](=O)[O-])c1	119	111	1	108	102	1.5	89	108

(further entries)
nr	structure	CR mimetic SO	MEP2 TOR yeast	AHR activator	LAP4-GFP MLPCN	RPL19A-GFP yeast	Efflux pump inh	CIT2-GFP yeast	AGP1-GFP MLPCN
31	Cc1cccc(O)c1C	97	101	1	92	101	-0.1	104	102
32	O=C1CC(c2ccccc2)n2nc(NC(=O)c3cccs3)nc2N1 (stereo not drawn)	83	109	0	100	102	-0.2	103	104
33	COc1cc(C=O)ccc1Oc1ccc(S(=O)(=O)N2CCOCC2)cc1[N+](=O)[O-]	102	102	-1	92	96	-0.1	107	97
34	S=C(Nc1ccc2c(c1)OCO2)N1CCCC1	94	105	10	103	101	0.1	101	101
35	COc1ccc(C2(CNC(C)=O)CCOCC2)cc1OC	93	110	0	118	108	0.2	104	115
36	CCN1C(=O)c2ccccc2S(=O)(=O)c2ccc(C(=O)N3CCOCC3)cc21	104	102	-2	98	98	-0.2	105	104
37	CC(Cl)C(=O)c1c[nH]c2ccccc12 (stereo not drawn)	102	93	11	100	90	0.0	88	92
38	CC1(c2ccccc2)NC(=O)N(N)C1=O (stereo not drawn)	89	120	-1	106	106	-0.1	112	108
39	COc1ccc(NC(=O)C2Cc3ccccc3O/C2=N\O)cc1 (stereo not drawn)	102	106	.	93	107	-0.1	100	101
40	Cc1cc(Sc2ncnc(N)c2[N+](=O)[O-])ncn1	108	107	-1	112	107	0.6	102	116
41	Cc1cc(NC(=O)CSc2nnc(Cc3ccccc3)o2)no1	79	98	-2	98	99	-0.3	104	101
42	CCCCNC(=S)NNC(=O)c1nn(C)c(C)c1Cl	97	101	-6	91	100	0.0	102	103
43	CS(=O)(=NS(=O)(=O)c1ccc(Cl)cc1)c1ccccc1 (stereo not drawn)	89	108	-1	114	95	0.0	94	105
44	Cc1cc(-c2cc(C(=O)O)c3ccccc3n2)c(C)s1	105	96	7	94	93	0.0	91	93
45	Cn1cnnc1SCc1cccc(Br)c1	105	97	0	98	99	0.1	97	104

More results follow.
nr	structure	CR mimetic SO	MEP2 TOR yeast	AHR activator	LAP4-GFP MLPCN	RPL19A-GFP yeast	Efflux pump inh	CIT2-GFP yeast	AGP1-GFP MLPCN
46	Cc1ccc(SCC(=O)Nc2ccc(N3CCN(C)CC3)c(F)c2)c(C)c1	81	106	1	91	105	-0.1	98	94
47	CCC1CCCCN1S(=O)(=O)c1ccc(NC(=O)c2nc(S(C)(=O)=O)ncc2Cl)cc1 (stereo not drawn)	100	106	-2	99	100	0.0	101	93
48	COc1ccc(/C=N/n2cnnc2)cc1Br	96	103	3	107	105	0.0	108	100
49	N#Cc1nc(-c2ccc(OCc3ccccc3)cc2)oc1NCc1cccnc1	95	103	-2	102	97	-0.1	98	98
50	Cc1ccc(C=C2C(=O)c3ccccc3C2=O)s1	89	95	11	100	96	0.0	93	96
51	CCOc1ccccc1-c1nc(C(N)=O)c2[nH]c(=O)n(-c3cccc(C)c3)c2n1	108	95	64*	91	90	0.7*	94	87
52	CCCCN(C(=O)c1ccc([N+](=O)[O-])o1)c1c(N)n(CCCC)c(=O)[nH]c1=O	113	115	0	107	103	-0.1	105	112
53	COc1ccc(-c2c(C)oc3c(CN4CCCCC4C)c(O)ccc3c2=O)cc1 (stereo not drawn)	75	106	1	95	103	0.0	110	100
54	CCCCCC1CCC(C(=O)O)CC1 (stereo not drawn)	102	96	1	125	93	0.1	69	82
55	CCOC(=O)CN(C(=O)CSc1nnc2c(n1)[nH]c1ccccc12)c1ccccc1	97	94	10	96	94	-0.3	92	96
56	O=C(OCn1nnc2ccccc2c1=O)c1ccc(O)cc1	92	102	2	109	94	-0.1	105	102
57	Cc1cc(Cl)c2oc(C(=O)N(C)CCCN3CCOCC3)c(C)c2c1	99	103	4	93	102	0.1	102	97
58	Cc1ccc(-n2nc3c(N4CCC(C(=O)NCc5cccc(F)c5)CC4)nnc(C)c3c2C)cc1	83	92	-1	98	93	0.0	90	90
59	CN(Cc1ccccc1)C(=O)COC(=O)CN1C(=O)c2ccccc2C1=O	112	105	1	103	100	0.4	97	100
60	O=C(/C=C/NNC(=O)c1ccccc1)c1ccc(Br)cc1	84	88	3	92	90	0.0	78	83

The list goes on.
nr	structure	CR mimetic SO	MEP2 TOR yeast	AHR activator	LAP4-GFP MLPCN	RPL19A-GFP yeast	Efflux pump inh	CIT2-GFP yeast	AGP1-GFP MLPCN
61	Cc1ccc(-c2nc(C#N)c(NCCN3CCCCC3)o2)cc1	98	100	34	92	100	0.0	106	104
62	COC(=O)Cc1ccc(NC(=S)Nc2cccc(C)n2)cc1	110	109	-1	100	110	-0.2	94	97
63	CC(C)N(C(=O)Cn1cc(S(=O)(=O)CC(=O)NCc2ccc(F)cc2)c2ccccc21)C(C)C	81	101	-4	99	102	-0.2	92	99
64	COCCn1c(=O)sc2ccccc2c1=O	83	105	-2	95	100	0.0	96	97
65	CCCCNC(=O)C(=O)N/N=C/c1cccc(Br)c1	103	108	7	90	103	-0.1	67	59
66	O=C(O)CSc1nc(-c2ccccc2)cc(=O)[nH]1	88	108	-1	104	101	0.0	105	102
67	Cc1cccc(NS(=O)(=O)c2cccc(C(=O)NCCCN3CCOCC3)c2)c1	98	93	1	96	94	0.1	91	98
68	O=c1cnnc(N/N=C/c2ccccn2)[nH]1	94	106	5	109	96	0.0	110	101
69	COc1cccc(N2C(=O)N(c3ccccc3)C3CS(=O)(=O)CC32)c1 (stereo not drawn)	115	95	2	89	94	0.0	97	99
70	O=C(NCc1ccccn1)C(=O)NCC1OCCN1S(=O)(=O)c1ccc([N+](=O)[O-])cc1 (stereo not drawn)	126	100	1	100	96	0.1	96	98
71	CC(C)N(CC#CC(O)(c1ccccc1)c1ccccc1)C(C)C	95	90	-1	104	95	0.0	96	98
72	CCCCOC(=O)c1ccc(Nc2ccc([N+](=O)[O-])cn2)cc1	104	116	-1	105	107	-0.1	109	104
73	COc1cccc(-c2ccc3nnc(SCC(=O)N4CCOCC4)n3n2)c1	106	103	1	107	103	0.0	100	108
74	COc1cc(C(F)(F)F)c(C(=O)N(C)c2ccc(Cl)cc2)cn1	100	103	-2	119	98	0.1	90	110
75	O=C(CSc1ccccc1F)NC1CCS(=O)(=O)C1 (stereo not drawn)	94	95	12	85	88	-0.2	.	85

The list continues:
nr	structure	CR mimetic SO	MEP2 TOR yeast	AHR activator	LAP4-GFP MLPCN	RPL19A-GFP yeast	Efflux pump inh	CIT2-GFP yeast	AGP1-GFP MLPCN
76	O=C(NCCNc1ccc([N+](=O)[O-])cc1C(F)(F)F)c1ccc(F)cc1	110	105	0	100	100	0.1	99	95
77	COC(=O)C1=C(C)NC(=O)NC1c1ccco1 (stereo not drawn)	88	96	2	104	98	0.0	102	116
78	Cn1c(=O)c(=O)n(C)c2cc(S(=O)(=O)N3CCN(C4CCCCC4)CC3)ccc21	90	97	-1	99	98	0.1	92	105
79	CCc1ccc(/C=C2\Oc3ccc(C(=O)OC)cc3C2=O)cc1	116	100	2	102	101	0.2	95	99
80	O=C(N/C(=C\c1cccc([N+](=O)[O-])c1)C(=O)N(CCO)CCO)c1ccco1	107	103	-1	100	100	0.0	102	106
81	Cc1ccccc1C(=O)c1cccn1CC(=O)NCc1ccc(F)cc1	111	110	10	101	99	0.0	103	102
82	Cc1cc(C)cc(N(C(=O)c2cc3ccccc3oc2=O)C2C=CS(=O)(=O)C2)c1 (stereo not drawn)	90	121	2	110	99	-0.2	110	102
83	COCCNC(=S)N1CCC(NC(=O)c2ccco2)CC1	107	106	-2	98	99	-0.2	102	99
